RXFP1 antagonist: RXFP1 (human) relaxin receptor antagonism; activity change, negative = inhibition, % at 57.5 µM; AID 1259400; 0.59% of 350,000 active; HEK293-RXFP1, relaxin-stimulated cAMP HTRF, 30 min; stronger effect = lower value;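 active = activity change of -60% or lower, but not beyond a set lower limit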; also: % is scaled to controls: 0 for no effect and ±100 for the full control effect
D2 ag: agonists of human D2 dopamine receptor | P14416 | HEK293 T-REx D2 cells, calcium flux agonist mode | activation, % at 2 µM | 0.53% of 340,000 active | AID 485358;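 active = activation over 3 SD above normal in the single-dose calcium agonist read, cut at about 30% in these data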; also: 0% is about no effect
Target sequence (P14416 whole entry, looked up): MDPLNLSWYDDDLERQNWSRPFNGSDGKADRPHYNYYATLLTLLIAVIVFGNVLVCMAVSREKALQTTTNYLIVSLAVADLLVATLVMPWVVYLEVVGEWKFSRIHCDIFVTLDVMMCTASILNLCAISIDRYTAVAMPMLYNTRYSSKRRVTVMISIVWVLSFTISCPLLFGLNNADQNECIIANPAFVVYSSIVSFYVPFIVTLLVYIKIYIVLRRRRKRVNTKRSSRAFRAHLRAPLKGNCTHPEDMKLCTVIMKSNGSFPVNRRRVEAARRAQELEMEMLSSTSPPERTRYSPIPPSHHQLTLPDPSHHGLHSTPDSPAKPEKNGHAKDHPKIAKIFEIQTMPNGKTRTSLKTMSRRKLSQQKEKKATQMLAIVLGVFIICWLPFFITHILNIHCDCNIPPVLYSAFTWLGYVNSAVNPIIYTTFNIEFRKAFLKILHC
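Calcium-flux readout, 1 cycle/sec over 180 s following compound pin transfer, in inducible HEK293 Trex D2 cells (force-coupled); dopamine controls included. Positive calcium responses during this window marked compounds as potential agonists.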
D1 agonist: human D1 receptor agonism; P21728; HEK293 T-REx D1 cells, calcium flux, agonist mode; activation, % at 2 µM; 1% of 360,000 active; AID 504660; also: 0% is about no effect
Target sequence (P21728 whole entry, looked up): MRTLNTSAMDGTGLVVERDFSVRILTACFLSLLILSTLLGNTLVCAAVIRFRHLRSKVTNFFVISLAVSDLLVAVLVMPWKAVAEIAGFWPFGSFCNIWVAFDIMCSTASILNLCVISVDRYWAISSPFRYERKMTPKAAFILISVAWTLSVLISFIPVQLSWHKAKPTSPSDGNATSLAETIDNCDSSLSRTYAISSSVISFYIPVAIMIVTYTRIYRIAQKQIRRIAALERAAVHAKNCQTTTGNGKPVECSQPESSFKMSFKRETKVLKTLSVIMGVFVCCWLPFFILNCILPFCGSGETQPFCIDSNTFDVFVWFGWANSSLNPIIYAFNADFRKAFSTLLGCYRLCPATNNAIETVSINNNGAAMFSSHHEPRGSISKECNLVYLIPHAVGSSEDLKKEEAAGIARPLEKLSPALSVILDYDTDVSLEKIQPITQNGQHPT
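Inducible HEK293 T-REx D1 cells, force-coupled to calcium signalling, were plated at 4000 cells/well with tetracycline and held overnight at 30 C. After no-wash calcium dye loading, compound-evoked calcium rise over 180 s flagged agonists.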
D1 antagonist: blocks dopamine activation of the human D1 receptor; 3.2% of 360,000 active; P21728; HEK293 TREx D1 cells, calcium flux, dopamine EC80; stronger effect = lower value; activity change, negative = inhibition, % at 10 µM; AID 504652; in the data active = activity change below about -30%; also: % is scaled to controls: 0 for no effect and ±100 for the full control effect
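After overnight tetracycline induction at 30 C, force-coupled D1 HEK293 cells took up a no-wash calcium dye at room temperature. Compounds were added and monitored 180 s, and the response to EC80 dopamine was then recorded.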
D1 potentiator: enhances dopamine response at the human D1 receptor; 0.036% of 360,000 active; potentiation, % at 10 µM; HEK293 TREx D1 cells, calcium flux, dopamine EC20 potentiation; in the data active = potentiation above about 30%; also: 0% is about no effect
D2 antagonist: antagonizes the human D2 dopamine receptor; P14416; HEK293 TREx D2 cells, calcium flux, dopamine EC80; inhibition, % at 10 µM; 2% of 340,000 active; AID 485344; in the data active = inhibition above about 30%; also: 0% is about no effect
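Inhibition of EC80 dopamine-driven calcium flux, recorded kinetically, defines activity here; cells are a tetracycline-induced HEK293 T-REx line expressing force-coupled D2.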
TRHR agonist: agonists of human TRH receptor. 0.18% of 360,000 active. TRHR cells, calcium flux fluo-8, FDSS agonist mode. AID 493084. activation, % at 2 µM; also: 0% is about no effect
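Agonist-mode FDSS calcium read (Ex 480/Em 530, 1 s cycles) in 1536-well TRHR cells with fluo-8 dye, after 10-cycle baseline and 23 nL compound addition; TRH at EC20 (10 nM final) added afterwards for the enhancer phase.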
D2 potentiator: positive allosteric modulators of human D2 dopamine receptor | HEK293 T-REx D2, calcium flux, EC20 dopamine potentiation | potentiation, % at 10 µM | 0.34% of 340,000 active;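 active = potentiation over 3 SD above the plate norm, cut at about 30% in these data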; also: 0% is about no effect
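Primary screen. Calcium kinetics in induced HEK293 T-REx D2 cells: compound pre-addition 180 s, EC20 dopamine, 180 s more.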
TRHR PAM: allosterically enhances the human TRH receptor; P34981; TRHR cells, fluo-8 calcium fluorescence, EC20 TRH enhancement; enhancement, % at 2 µM; 0.66% of 360,000 active; AID 493056; in the data active = enhancement above about 30%; also: 0% is about no effect
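TRHR-expressing cells loaded with fluo-8 calcium dye were read kinetically (ex 480/em 530) during compound addition, then stimulated with an EC20 of TRH (10 nM final). Enhancement of the Gq-mediated intracellular calcium response was scored.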
Active calls of the source: *; x = not tested or not shown; & = joins results of further samples. Rule as the data show it, unless noted: active = activation above about 30%; inactive = the rest.

Preview:
cpd	canonical_smiles	RXFP1 antagonist	D2 ag	D1 agonist	D1 antagonist	D1 potentiator	D2 antagonist	TRHR agonist	D2 potentiator	TRHR PAM
1	COc1cc(C)ccc1OCCSc1nc2ccc(NC(=O)c3ccccc3F)cc2s1	x	-2.1	17	0	-1	x	-1.2	x	3
2	O=C(Nc1ccccc1O)c1cc(S(=O)(=O)N2CCOCC2)ccc1Cl	0	0.6	0	-2	1	5	-0.5	23	3
3	COc1ccc2nc3ccccc3nc2c1NC(=O)c1ccc(Br)cc1	-4	2.3	0	7	-1	-7	1.3	5	-4
4	Cc1ccc(N2CC(NC(=O)c3cccs3)CC2=O)cc1 (stereo not drawn)	-3	-0.2	0	x	-3	x	0.0	6	3
5	Cc1ccccc1C(=O)Nc1ccnn1C1CCN(Cc2cccnc2)CC1	7	0.6	3	-6	0	-10	-0.1	16	0
6	Cc1csc(NC(=O)CCn2c(=O)oc3ccccc32)n1	5	-0.4	-3	6	-7	7	0.1	-1	-3
7	CCCC(=O)N1c2ccccc2NC2=C(C(=O)CCC2)C1c1ccc(F)cc1 (stereo not drawn)	9	0.1	2	-11	3	-6	0.2	9	-7
8	CC1CCN(Cc2c(O)ccc3c(=O)c(-c4cccc(Cl)c4)c(C(F)(F)F)oc23)CC1	-3	-0.2	0	0	-3	x	0.2	4	-2
9	CCOc1ccc(-n2cc(C(=O)NC(C)C)c3cc(OC)c(OC)cc3c2=O)cc1	1	-0.2	1	5	-1	6	-0.2	7	-5

This part in full, from the first entry:
cpd	canonical_smiles	RXFP1 antagonist	D2 ag	D1 agonist	D1 antagonist	D1 potentiator	D2 antagonist	TRHR agonist	D2 potentiator	TRHR PAM
1	COc1cc(C)ccc1OCCSc1nc2ccc(NC(=O)c3ccccc3F)cc2s1	x	-2.1	17	0	-1	x	-1.2	x	3
2	O=C(Nc1ccccc1O)c1cc(S(=O)(=O)N2CCOCC2)ccc1Cl	0	0.6	0	-2	1	5	-0.5	23	3
3	COc1ccc2nc3ccccc3nc2c1NC(=O)c1ccc(Br)cc1	-4	2.3	0	7	-1	-7	1.3	5	-4
4	Cc1ccc(N2CC(NC(=O)c3cccs3)CC2=O)cc1 (stereo not drawn)	-3	-0.2	0	x	-3	x	0.0	6	3
5	Cc1ccccc1C(=O)Nc1ccnn1C1CCN(Cc2cccnc2)CC1	7	0.6	3	-6	0	-10	-0.1	16	0
6	Cc1csc(NC(=O)CCn2c(=O)oc3ccccc32)n1	5	-0.4	-3	6	-7	7	0.1	-1	-3
7	CCCC(=O)N1c2ccccc2NC2=C(C(=O)CCC2)C1c1ccc(F)cc1 (stereo not drawn)	9	0.1	2	-11	3	-6	0.2	9	-7
8	CC1CCN(Cc2c(O)ccc3c(=O)c(-c4cccc(Cl)c4)c(C(F)(F)F)oc23)CC1	-3	-0.2	0	0	-3	x	0.2	4	-2
9	CCOc1ccc(-n2cc(C(=O)NC(C)C)c3cc(OC)c(OC)cc3c2=O)cc1	1	-0.2	1	5	-1	6	-0.2	7	-5
10	O=c1oc2c(CN3CCN(CCO)CC3)c(O)ccc2cc1-c1ccccn1	25	3.3	1	9	-4	11	33*	4	-3
11	COc1ccccc1OCCn1c(-c2ccc(Br)cc2)nc2ccccc2c1=O	1	-0.4	1	-1	-1	x	0.6	-5	-1
12	C[C@@]12C(=O)N(CC3CC3)CC(=O)N1[C@H](/C=C/c1ccccc1)[C@@H]1C(=O)N(c3ccccc3)C(=O)[C@@H]12	x	0.0	1	27	-2	-15	0.8	2	-2
13	Cc1cc(C)cc(NC(=O)c2c(C)nc3ccccn23)c1	8	-1.3	3	-3	8	11	-0.8	5	-2
14	COC(=O)c1ccc(CNC(=O)C2CCC(=O)N(CCc3ccccc3)C2)cc1 (stereo not drawn)	1	-0.3	4	-3	18	-7	0.0	-2	-3
15	CCCCC(CC)CNC(=O)CN1C(=O)NC2(CCc3ccccc32)C1=O (stereo not drawn)	-5	3.8	4	4	10	3	-1.6	-16	-2
16	CCN1CCN(CC(=O)N/N=C/c2ccc(F)cc2F)CC1	-12	x	3	-1	3	x	-2.8	x	-18
17	CC(C)NC(=O)c1ccc(Cl)cc1Cl	-25	0.2	1	23	12	21	0.1	3	-3
18	C/C(=N\NC(=O)Cc1ccc(F)cc1)c1ccc(F)cc1	-6	x	8	-11	-7	x	0.2	x	5
19	O=C(CCN1C(=O)C2CCCCC2C1=O)Nc1ccc(Br)cc1F (stereo not drawn)	2	-0.8	4	6	2	-11	0.1	-6	11
20	CN(C)S(=O)(=O)c1ccc(NC(=O)c2ccncc2)cc1	3	-0.6	4	-4	0	15	0.1	-4	-2
21	O=C1CC(N2CCC(O)(c3ccc(Br)cc3)CC2)C(=O)N1c1ccc(Cl)cc1 (stereo not drawn)	7	-0.6	6	-14	1	-1	0.4	-6	-4
22	Cc1cc2c(ncn2C(C)C)c(NS(=O)(=O)c2ccc(F)cc2)c1C	9	-0.2	0	1	-2	0	-0.8	0	-4
23	Cc1cc([N+](=O)[O-])ccc1NC(=O)CN1CCN(Cc2ccccc2)CC1	-1	-0.1	1	-27	-2	-6	0.8	-5	-4
24	Cc1ccc(N2C(=O)SC(Cc3ccccc3)C2=O)cc1 (stereo not drawn)	1	-1.1	4	-11	2	-8	-0.6	-3	-2
25	CCCc1ccc(NC(=O)C2CCN(c3cnccn3)CC2)cc1	-7&-12	-0.3&-2.1	0&0	6&10	2&-1	-15	-0.8&-1.2	-4&0	-2&-6
26	CCOC(=O)N1CCN(CC(O)COc2ccc(CC)cc2)CC1 (stereo not drawn)	-1	2.7	1	1	4	0	-1.1	3	-6
27	CC(C)c1ccc(N(CC(=O)NC(C)(C)C)C(=O)CCC(=O)Nc2nccs2)cc1	-2	1.5	0	13	-7	-9	0.8	3	6
28	Cc1cn2c(=O)cc(COc3ccc(NC(=O)c4cccc(F)c4)cc3)nc2s1	x	-0.8	1	-41*	-6	x	-2.3	1	10
29	CN(C)CCN(Cc1ccccc1)C(=O)[C@H](Cc1ccccc1)N1C(=O)c2ccccc2C1=O	-20	0.0	1	-2	4	-5	0.7	11	-2
30	Cc1cc(C)n(CCNC(=O)c2cc(COc3ccc4ncccc4c3)on2)n1	-4	0.4	14	-7	-7	5	0.5	11	1
31	Cc1nn(-c2cccc(Cl)c2)c2nc(-c3ccco3)cc(C(=O)O)c12	2	0.2	0	2	-3	-9	-0.5	4	5
32	CCN(CC)CCCN1C(=O)CSC1c1ccc2c(c1)OCO2 (stereo not drawn)	-3	0.1	5	-8	-5	-6	-2.0	-5	8
33	CCN(CC)C(=O)Cn1cc(S(=O)(=O)CC(=O)Nc2ccc(C(N)=O)cc2)c2ccccc21	1	0.6	2	7	-6	-16	-0.3	0	-6
34	COc1ccccc1CNC(=O)CN(C)Cc1ccc(SC)cc1	-4	-1.7	3	-7	-12	-5	-0.2	-17	6
35	O=C(Nc1cc(C(F)(F)F)ccc1N1CCOCC1)c1ccccc1F	-6	0.0	2	11	-3	10	0.3	15	-1
36	Cc1ccc(Cn2c(=S)[nH]c3ccccc3c2=O)cc1	-27	0.4	1	-1	-4	6	1.2	0	2
37	Cc1noc(C)c1CNCc1ccccc1	-7	-0.4	5	-1	8	3	-1.5	5	-9
38	O=C(CCNS(=O)(=O)c1c(Cl)cccc1Cl)N1CCCC1	2	0.6	2	-2	-5	-8	0.6	11	2
39	Cc1cc(Br)cc(Cl)c1OCC(=O)N1CCN(C(=O)c2ccco2)CC1	-5	-0.3	2	12	0	-2	-0.6	16	-2
40	CCOc1ccc2[nH]cc(C(=O)O)c(=O)c2c1	-11	-0.7	3	-1	1	19	-0.1	2	-7

More entries follow:
entry	Molecule	RXFP1 antagonist	D2 ag	D1 agonist	D1 antagonist	D1 potentiator	D2 antagonist	TRHR agonist	D2 potentiator	TRHR PAM
41	COc1cc(C(=O)OCC(=O)NCCC2=CCCCC2)cc(OC)c1OC	-8	0.1	0	-2	-3	8	0.3	-2	-4
42	CSc1nnc(-c2cc3ccccc3cc2O)n1C	-7	x	1	-22	0	x	-1.5	x	3
43	CC(=O)C1=C(O)C(=O)N(c2cccc(Br)c2)C1c1ccc(Br)cc1 (stereo not drawn)	3	0.7	5	15	0	25	1.0	-4	6
44	COc1ccc(-c2n[nH]c3c2cnc2cc(OC)c(OC)cc23)cc1	-7	x	1	-4	0	x	0.2	-3	23
45	COCCNC(=O)CN(C(=O)Cn1nnc2ccccc21)c1ccc(C)cc1	3	0.8	2	2	-2	-5	0.3	0	2
46	CCC(=O)c1ccc(OCC(O)Cn2nnc3ccccc32)cc1 (stereo not drawn)	4	-0.8	3	24	-2	2	-0.3	10	3
47	CN(C)S(=O)(=O)N1CCCN(S(=O)(=O)N(C)C)CC1	1	0.9	5	13	0	-6	0.2	42*	1
48	Cc1c(NC(=S)NC(=O)Cc2ccccc2)cccc1C(=O)O	-5	0.0	1	-9	-2	9	-0.3	-9	5
49	Cc1ccc(-c2cc(C(=O)Nc3cc(C)ccc3C)[nH]n2)c(O)c1	-1	0.9	-1	-37*	-9	-5	0.8	-2	7
50	O=[N+]([O-])c1cc(-c2nc(-c3ccccc3)no2)ccc1N1CCCCC1	x	-0.6	-1	3	2	x	0.3	3	1
51	Cc1cccc(NC(=O)CSc2nc3ccc(NC(=O)c4cccs4)cc3s2)c1	x	-0.2	4	-14	-2	x	1.0	8	-2
52	N#CSCC(=O)c1cccc2ccccc12	-35	4.2	4	9	1	-2	1.3	5	-4
53	Cc1nnc(SCC2=C(C(=O)O)N3C(=O)C(NC(=O)COc4ccccc4)C3SC2)s1 (stereo not drawn)	-19	x	0	-3	-6	x	-0.1	x	-6
54	C=CCNC(=O)C1CC2Cn3c(nc4cc(Cl)c(Cl)cc43)C2N1C (stereo not drawn)	x	-0.1	3	6	-1	3	-0.1	-10	-3
55	Cc1c(C)n(C(=O)CSc2nc3ccccc3[nH]2)c2ccccc12	9	x	0	-14	-6	x	0.3	x	-1
56	Cc1ccc(NC(=O)c2cc(=O)c3ccccc3o2)c(C)c1	0	-0.4	1	6	-2	11	0.4	-6	3
57	COc1cc(CO)cc(Br)c1OCc1cccnc1	-1	x	1	-7	-2	x	0.7	x	1
58	O=C(COC(=O)c1ccc(Br)o1)Nc1ncc(Cl)cc1Cl	-4	-0.4	1	8	-1	3	-0.1	-6	2

High-throughput results: PubChem BioAssay, National Center for Advancing Translational Sciences (NCATS)
